mIDH1 inhibitor: blocks human mutant IDH1 R132H enzyme. actives 0.093% (n = 390,000). AID 602179. Potency, µM (series often up to 76.6 µM), for the others: top-dose activity change, negative = inhibition, actives largely listed as inhibitors. IDH1-R132H enzyme, NADPH consumption, diaphorase/resazurin fluorescence; further: potency means the concentration at half of the fitted maximal effect; on the % scale 0 is the no-effect control and ±100 the full control effect; nearly all actives have a fitted effect of over 65% in size
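IDH1-R132H (0.5 ug/mL dispensed) in pH 7.5 Tris buffer was preincubated 30 min with compound, then given a substrate mix of 0.016 mM NADPH and 2 mM alpha-KG for 80 min at room temperature; remaining NADPH was read by diaphorase/resazurin fluorescence.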
RGS4 inh: human RGS4 inhibition. AID 504845. P49798. actives 0.039% (n = 390,000). Potency, µM (titrated, usually from 114 µM), for the others: at the top dose activity change, negative = inhibition, most hits filed as inhibitors. Transcreener GDP fluorescence polarization, RGS4-accelerated GTP hydrolysis; further: potency means the concentration at half of the fitted maximal effect; on the % scale 0 is the no-effect control and ±100 the full control effect; nearly all actives have a fitted effect of over 75% in size; some results filed as inactive show a strong effect at the top dose
Target sequence (P49798 whole entry, looked up): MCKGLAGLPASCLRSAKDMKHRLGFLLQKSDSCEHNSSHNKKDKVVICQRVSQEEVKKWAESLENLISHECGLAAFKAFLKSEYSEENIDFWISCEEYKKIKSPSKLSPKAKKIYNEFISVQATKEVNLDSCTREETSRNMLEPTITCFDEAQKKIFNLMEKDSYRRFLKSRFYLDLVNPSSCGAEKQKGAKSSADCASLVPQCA
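MLSMR compounds (23 nl, pin-transferred) preincubated 10 min at room temperature with a 500nM (2x) first reagent, then RGS4 at 900nM (2x) plus Transcreener GDP mix added; fluorescence polarization (620/688 nm) read before and after 90 min at 30 °C.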
LDHA inh: LDHA (human) enzyme inhibition; P00338; purified LDHA, NADH/diaphorase-resazurin fluorescence; stronger effect = lower value; activity change, % (values are at about 110 or 230 µM); actives 0.15% (n = 480,000); AID 1347041; in the data active means activity change below about -30%; inconclusive means mostly about -25% to -30%;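 further: plate controls were DMSO wells for no effect and wells without enzyme for full effect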
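Human LDH5 at 2 nM final in Tris HCl pH 7.4 with 0.06 mM NADH and 0.2 mM pyruvate, reacted 5 minutes at room temperature. Remaining NADH coupled via diaphorase/resazurin; resorufin fluorescence read at 0 and 20 minutes, normalized to enzyme-free and DMSO wells.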
TrxR1 inh: blocks rat thioredoxin reductase 1 | actives 1% (n = 390,000) | Potency, µM (highest dose often 114 µM), inactives show at the highest dose activity change, negative = inhibition, hits mostly inhibitors | AID 588453 | O89049 | recombinant rTrxR1, NADPH fluorescence consumption, selenite substrate; further: potency means the concentration at half of the fitted maximal effect; on the % scale 0 is the no-effect control and ±100 the full control effect; nearly all actives have a fitted effect of over 65% in size
Target sequence (O89049 whole entry, looked up): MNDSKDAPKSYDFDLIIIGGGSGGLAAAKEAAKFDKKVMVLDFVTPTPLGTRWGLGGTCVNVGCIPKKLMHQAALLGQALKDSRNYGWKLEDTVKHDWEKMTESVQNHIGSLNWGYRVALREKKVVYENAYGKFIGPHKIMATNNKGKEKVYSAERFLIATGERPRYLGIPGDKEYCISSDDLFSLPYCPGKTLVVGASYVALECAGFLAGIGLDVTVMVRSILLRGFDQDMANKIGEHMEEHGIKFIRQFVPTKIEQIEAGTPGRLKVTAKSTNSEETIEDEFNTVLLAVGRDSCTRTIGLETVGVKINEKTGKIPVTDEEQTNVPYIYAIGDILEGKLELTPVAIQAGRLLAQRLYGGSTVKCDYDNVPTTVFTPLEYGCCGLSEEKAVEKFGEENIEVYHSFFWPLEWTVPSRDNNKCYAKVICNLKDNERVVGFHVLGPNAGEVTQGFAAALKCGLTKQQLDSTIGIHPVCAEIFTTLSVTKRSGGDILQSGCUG
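Rat TrxR1 (90 nM in the dispensed reagent) was pre-reduced with 400 uM NADPH for 5 min at room temperature, then incubated with compound for 15 min. After 400 uM selenite was added, NADPH fluorescence (Ex 340/Em 450 nm) was followed for 8 min.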
Glioma ERSR ind: ER stress response induction in glioma | U87-MG GRP78 promoter luciferase reporter, 16 h | Potency, µM, without a hit: top-dose activation, most hits filed as activators | actives 0.02% (n = 420,000) | AID 602332; further: potency means the concentration at half of the fitted maximal effect; series mostly up to about 76 µM; % of control where 0% means no effect; nearly all actives have a fitted effect of over 35% in size
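Stably transfected U87-MG glioma cells carrying a GRP78-based luciferase sensor; 16 h compound incubation. Luminescence end-point read 10 min after Bright-Glo addition at room temperature.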
TrxR1 substrate: rat thioredoxin reductase 1 substrate activity; purified TrxR1 substrate turnover, NADPH consumption readout; Potency, µM (titrated, usually from 114 µM), without a hit: top-dose activity change, negative = substrate turnover; actives 0.01% (n = 390,000); AID 588456; further: potency means the concentration at half of the fitted maximal effect; on the % scale 0 is the no-effect control and ±100 the full control effect; nearly all actives have a fitted effect of over 50% in size
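Rat TrxR1, dispensed at 90 nM, was prereduced with 400 uM NADPH (final) for 5 min at ~22 deg C, then incubated with compound 15 min before 400 uM selenite. A first-read NADPH fluorescence drop versus no-compound background flagged substrates.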
USP1 inh: USP1/UAF1 (human) deubiquitinase inhibition; O94782; recombinant USP1/UAF1, Ub-Rhodamine cleavage fluorescence; Potency, µM (series often up to 57.1 µM), without a hit: at the highest dose activity change, negative = inhibition, usual class: inhibitors; actives 0.23% (n = 390,000); AID 743255; further: potency means the concentration at half of the fitted maximal effect; on the % scale 0 is the no-effect control and ±100 the full control effect; nearly all actives have a fitted effect of over 60% in size; inactives centre near -12
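USP1/UAF1 complex at 1 nM was preincubated with compound for 15 min at room temperature, then Ub-Rho substrate (150nM final) was added. Fluorescence (480/540 nm) was read kinetically, 6 reads every 60 seconds.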
Vif-APOBEC3F blk: inhibitors of Vif-A3F interaction | HeLa A3F-eYFP + Vif (tagged APOBEC3F with the HIV-1 protein that degrades it), YFP fluorescence increase | Potency, µM (top dose mostly 46.1 µM), without a hit: top-dose activity, negative = active | actives 0.2% (n = 390,000) | AID 602313; further: potency means the concentration at half of the fitted maximal effect; % of control where 0% means no effect; nearly all actives have a fitted effect of over 65% in size
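HeLa cells stably expressing A3F-eYFP plus Vif, plated and incubated overnight at 37 deg C, then exposed to compounds overnight at 37 deg C. Blocked degradation read as raised yellow fluorescence (Ex 488/Em 500-530).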
Vif-A3G inh: Vif-A3G binding inhibition. HeLa A3G-eYFP + Vif (tagged APOBEC3G with the HIV-1 protein that degrades it), YFP fluorescence, overnight. Q9HC16. actives 0.076% (n = 410,000). Potency, µM (highest dose often 46.1 µM), for inactives: at the top dose activity, negative = active, hits mostly inhibitors. AID 602310;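 further: potency means the concentration at half of the fitted maximal effect; on the % scale 0 is the no-effect control and ±100 the full control effect; nearly all actives have a fitted effect of over 60% in size; hits raise eYFP signal because A3G escapes Vif-driven loss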
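Read-out is eYFP fluorescence (Ex 488/Em 500-530) from Vif-expressing HeLa A3G-eYFP cells; more signal means A3G escaped Vif-mediated degradation. Cells plated overnight, compound pinned in, incubated overnight at 37 deg C.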
Active calls of the source: *; ? = inconclusive; . = no result given; & = joins results of further samples; [ ] = dose if it differs, or a comment. Unless noted, the call rests on the fitted dose curve; in most records, active means well fitted curve in the direction sought with a large enough effect; inconclusive means small, poorly fitted or top-dose-only effect, or another doubt; inactive means no such curve, though single readings can be large; an effect the other way counts as inactive or inconclusive. Only part of the results is shown; count on the stated rates, not on these rows.

Values in the order – mIDH1 inhibitor	RGS4 inh	LDHA inh	TrxR1 inh	Glioma ERSR ind	TrxR1 substrate	USP1 inh	Vif-APOBEC3F blk	Vif-A3G inh
1. Cc1c(NC(=O)C(C)N2C(=O)NC3(CCC(C)CC3)C2=O)c(=O)n(-c2ccccc2)n1C (stereo unspecified)
    8%	-25%	0	20%[57.1 µM]	-2%	-9%[57.1 µM]	2%	1%	0%
2. NNc1nncc2ccccc12
    .	-3%[56.9 µM]	.	-5%[57.1 µM]	-1%&-5%&0%	?	.	.	.
3. CC(=O)c1ccc(N2CCN(C(=O)CCCCn3c(=O)[nH]c4ccccc4c3=O)CC2)cc1
    -23%	-17%	1	11%[57.1 µM]	-3%	8%[57.1 µM]	-5%	4%	5%
4. C/C(CC(=O)Nc1cccc(C(F)(F)F)c1)=N/NC(=O)C(=O)NCCO
    4%	1%	6	-14%[57.1 µM]	-5%	1%[57.1 µM]	-10%	6%	1%
5. Cc1ccc(-c2nnc(-n3nc(C)cc3C)c3ccccc23)cc1
    11%	-5%	-6	-14%	-2%	-13%	-6%	0%	0%
6. CCOc1ncccc1C(=O)OCC(=O)Nc1ccc(C)c(S(=O)(=O)N(C)C)c1
    -7%	-13%	-17	-5%	-1%	-12%	-14%	10%	4%
7. COC(=O)c1ccc(/C=C/c2ccc3cccc(OC(C)=O)c3n2)cc1
    13%	17%	5	-4%[11.4 µM]	-2%	-4%[11.4 µM]	?	-9%	1%
8. Cc1cccn2c(=O)c3cc(C(=O)N(Cc4ccccc4)C(C)C)sc3nc12
    .	2%	-5	35%	.	66%[activator]	8%	.	.
9. CCC(=O)Nc1ccc(-c2ccc(N3CCC(C)CC3)nn2)cc1
    -13%	20%	-5	5%	3%	-5%	-16%	-5%	-5%
10. COc1cc(N(C(=O)Cc2cccs2)C(C(=O)NC2CCCCC2)c2cccc(OC)c2OC)ccc1-n1cnnn1 (stereo unspecified)
    ?	-7%	-2	-15%[11.4 µM]	-2%	-8%[11.4 µM]	-11%	0%	-3%
11. CC(=O)Nc1ccc(-n2nnnc2SCC(=O)N2CCN(C(=O)c3ccco3)CC2)cc1
    2%	11%[11.4 µM]	-10	-10%	-2%	5%[57.1 µM]	-7%	11%	1%
12. COCCn1c(C)nnc1SCC(=O)NNC(=O)c1ccc(Cl)cc1
    -2%	-4%	0	-11%	-2%	-5%	-13%	-9%	4%
13. COc1ccc(C)cc1NC(c1nnc(-c2ccccc2)o1)c1ccc(F)cc1Cl (stereo unspecified)
    -5%	13%	3	16%	-2%	4%	-17%	6%	1%
14. CCOc1ccc(OCCC(=O)OCC(=O)NCCc2ccc(S(N)(=O)=O)cc2)cc1
    7%	-9%	1	-7%	-3%	-6%	-22%	-8%	0%
15. COc1ccc(OC)c(-c2csc(NC(=O)Cc3ccc(F)cc3)n2)c1
    -26%	6%	-8	2%	-2%	-4%	-18%	-14%	5%

Pulled by structure from the entries so far (five):
Values in the order – mIDH1 inhibitor	RGS4 inh	LDHA inh	TrxR1 inh	Glioma ERSR ind	TrxR1 substrate	USP1 inh	Vif-APOBEC3F blk	Vif-A3G inh
12. COCCn1c(C)nnc1SCC(=O)NNC(=O)c1ccc(Cl)cc1
    -2%	-4%	0	-11%	-2%	-5%	-13%	-9%	4%
1. Cc1c(NC(=O)C(C)N2C(=O)NC3(CCC(C)CC3)C2=O)c(=O)n(-c2ccccc2)n1C (stereo unspecified)
    8%	-25%	0	20%[57.1 µM]	-2%	-9%[57.1 µM]	2%	1%	0%
8. Cc1cccn2c(=O)c3cc(C(=O)N(Cc4ccccc4)C(C)C)sc3nc12
    .	2%	-5	35%	.	66%[activator]	8%	.	.
10. COc1cc(N(C(=O)Cc2cccs2)C(C(=O)NC2CCCCC2)c2cccc(OC)c2OC)ccc1-n1cnnn1 (stereo unspecified)
    ?	-7%	-2	-15%[11.4 µM]	-2%	-8%[11.4 µM]	-11%	0%	-3%
13. COc1ccc(C)cc1NC(c1nnc(-c2ccccc2)o1)c1ccc(F)cc1Cl (stereo unspecified)
    -5%	13%	3	16%	-2%	4%	-17%	6%	1%

Following part:
Values in the order – mIDH1 inhibitor	RGS4 inh	LDHA inh	TrxR1 inh	Glioma ERSR ind	TrxR1 substrate	USP1 inh	Vif-APOBEC3F blk	Vif-A3G inh
16. CCCC(=NCC(=O)O)C1=C(O)C(C(=O)OC)C(C)(C)CC1=O (stereo unspecified)
    4%	0%	-2	-17%	-5%	-17%	-12%	-5%	4%
17. O=C(NC1CCCC1)C(c1ccncc1)N(Cc1ccccc1)C(=O)c1ccc(-c2ccccc2)[nH]1 (stereo unspecified)
    8%	-36%	1	?	2%	-3%	-23%	1%	-11%
18. CCCCCCC(c1c(C)n(C)n(-c2ccccc2)c1=O)c1c(C)n(C)n(-c2ccccc2)c1=O
    0%	-3%	1	4%[57.1 µM]	-4%	5%[57.1 µM]	-22%	-3%	-7%
19. CC(=O)N(Cc1ccco1)c1nc(C(=O)Nc2ccc(Cl)cc2)c(C)s1
    2%	-22%	-11	-26%	6%	-6%	-9%	2%	-8%
20. O=C(Nc1cccc2ncccc12)c1cccc(F)c1
    2%	1%	3	6%	-2%	-6%	-8%	-1%	3%
21. C1=Cc2ccccc2Nc2ccccc21
    -7%	-10%	0	13%	-4%	0%	3%	-7%	-8%
22. C[C@@H]1CN([C@H](C)CO)C(=O)CCCn2nncc2CO[C@@H]1CN(C)S(=O)(=O)c1ccc(Cl)cc1
    9%	.	-5	.	-6%	.	-20%	3%	-5%
23. CCOc1ccc(S(=O)(=O)N2CCC(C(=O)OCc3cccc(OC)c3OC)CC2)cc1
    -13%	-17%	-1	-2%	-5%	-4%	-8%	1%	-2%
24. Cc1cccc(NC(=O)CNC(=O)COc2cccnc2[N+](=O)[O-])c1C
    3%	-17%	4	12%	-2%	-1%	-22%	10%	2%
25. N#Cc1ccc(OCC(=O)NC(=O)NC2CCS(=O)(=O)C2)cc1 (stereo unspecified)
    15%	1%	-2	6%	0%	0%	1%	1%	-1%
26. CC(C)CC(c1nnnn1C(C)(C)C)N1CCN(C2CCCC2)CC1 (stereo unspecified)
    -6%	-20%	-7	11%[57.1 µM]	-2%	4%[57.1 µM]	-14%	-11%	-3%
27. N=C1SCC(=O)N1c1ccc(Cl)cc1
    4%	-19%	-4	6%	-2%	0%	-8%	-5%	-8%
28. O=C(Nc1ccc(Cl)cc1)c1nc[nH]c1C(=O)NCCCCNC(=O)c1[nH]cnc1C(=O)Nc1ccc(Cl)cc1
    0%	-26%	-3	5%[57.1 µM]	-5%	20%[57.1 µM]	?	5%	3%
29. O=C1C(c2ccc(F)cc2)N(Cc2ccc3c(c2)OCO3)C(=O)CN1C1CCCCC1 (stereo unspecified)
    2%	4%	-5	9%[57.1 µM]	-3%	5%[57.1 µM]	-10%	2%	1%
30. Cc1ccc(C)c(NC(=O)Nc2ccc3c(c2)OCO3)c1
    -4%	-23%	-1	27%	0%	5%	-24%	-10%	6%
31. O=C(COC(=O)c1ccc(Cl)cc1[N+](=O)[O-])NNC(=O)c1cccs1
    1%	-6%	-1	6%[57.1 µM]	-4%	-5%[57.1 µM]	-16%	-3%	1%
32. O=C(CSc1ncn[nH]1)Nc1ccc([N+](=O)[O-])cc1Br
    8%	-24%	4	13%	0%	10%	-21%	?	-20%
33. O=C(NCCc1ccc(Cl)cc1)c1ccc2c(c1)N(Cc1ccc(Cl)cc1)C(=O)CS2
    -5%	-4%	-4	19%	-2%	11%[2.29 µM]	-23%	-8%	-7%
34. COC(=O)CN(c1ccccc1)S(=O)(=O)c1cc(Br)ccc1OC
    -1%	21%	-2	14%	-5%	1%[57.1 µM]	-23%	-29%	-8%
35. CCC(C)Sc1nnc(CNS(=O)(=O)c2ccc(F)cc2)n1C (stereo unspecified)
    8%	-18%	-1	26%	-5%	6%	-23%	3%	-1%
36. CN(C)c1ccc(C(=S)N2CCN(C(=S)Nc3ccccc3)CC2)cc1
    9%	-27%	1	1%	-1%	0%	-24%	-8%	0%
37. N#CCSc1ccccc1NC(=O)CN1C(=O)C(=O)N(Cc2ccccc2)C1=O
    1%	25%	-9	-2%[57.1 µM]	1%	6%[57.1 µM]	-11%	?	-8%
38. O=C(Cn1ncc2c3ccccc3n(Cc3ccc(F)cc3)c2c1=O)NCCCN1CCCCC1
    -17%	20%	-4	1%	0%	0%	10%	5%	1%

Screens deposited in PubChem BioAssay by National Center for Advancing Translational Sciences (NCATS).
